# From PubChem
# MITF primary: inhibitors of human MITF; O75030; AlphaScreen MITF homodimerization, bead proximity signal; inhibition, % at 2.6 µM; 650,000 compounds, 0.91% hits; AID 1259374; in the data active = inhibition above about 50%;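 also: 0% = vehicle wells with protein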
# Target sequence (O75030 whole entry, looked up): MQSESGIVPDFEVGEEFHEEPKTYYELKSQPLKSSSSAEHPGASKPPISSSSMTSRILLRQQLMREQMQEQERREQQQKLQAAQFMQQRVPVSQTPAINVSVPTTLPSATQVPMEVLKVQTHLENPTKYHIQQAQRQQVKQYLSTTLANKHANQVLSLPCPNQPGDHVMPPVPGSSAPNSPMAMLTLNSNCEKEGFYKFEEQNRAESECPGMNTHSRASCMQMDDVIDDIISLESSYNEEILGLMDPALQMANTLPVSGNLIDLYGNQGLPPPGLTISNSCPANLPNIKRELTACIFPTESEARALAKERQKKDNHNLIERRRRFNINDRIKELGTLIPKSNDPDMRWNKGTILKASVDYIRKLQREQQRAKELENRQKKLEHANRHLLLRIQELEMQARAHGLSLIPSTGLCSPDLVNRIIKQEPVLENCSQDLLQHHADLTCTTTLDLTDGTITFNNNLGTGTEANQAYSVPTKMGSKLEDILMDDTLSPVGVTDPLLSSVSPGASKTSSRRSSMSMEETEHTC
# GPR151 ag: activates the human receptor GPR151; PathHunter beta-arrestin GPR151 cells, luminescence; activation, % at 11.2 µM; 650,000 compounds, 1% hits; AID 1508602; in the data active = activation above about 4.9%;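 also: 0% = median of compound wells and 100% = cells with positive control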
# Target sequence (Q8TDV0 whole entry, looked up): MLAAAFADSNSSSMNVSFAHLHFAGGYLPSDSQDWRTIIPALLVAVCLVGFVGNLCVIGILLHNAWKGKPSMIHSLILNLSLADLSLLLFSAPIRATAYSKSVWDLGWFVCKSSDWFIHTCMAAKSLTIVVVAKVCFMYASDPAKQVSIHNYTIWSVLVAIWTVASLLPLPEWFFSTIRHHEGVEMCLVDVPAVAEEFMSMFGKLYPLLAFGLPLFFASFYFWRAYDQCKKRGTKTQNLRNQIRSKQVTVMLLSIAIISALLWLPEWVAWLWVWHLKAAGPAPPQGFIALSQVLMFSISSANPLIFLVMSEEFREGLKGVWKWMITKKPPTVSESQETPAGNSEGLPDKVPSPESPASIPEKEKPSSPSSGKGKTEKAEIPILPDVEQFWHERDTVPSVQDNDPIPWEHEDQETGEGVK
# FBW7 activator: activators of human E3 ligase FBW7. AlphaScreen FBW7–phospho-cyclin E peptide binding, activator screen. normalized activity (activation), % at 26.1 µM. Q969H0. 650,000 compounds, 0.13% hits. AID 1259310; in the data active = normalized activity above about 1.9%;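 also: purified mutant Fbw7 with reduced substrate affinity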
# TEAD-YAP block: TEAD-YAP interaction inhibition; inhibition, % at 9.12 µM; 640,000 compounds, 1.4% hits; HEK-TIYL cells, TEAD-Gal4/YAP UAS-luciferase luminescence; in the data active = inhibition above about 32%;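 also: 0% = median of test compound wells and 100% = reference inhibitor wells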
# The depositor's hits bear a star; nt = not tested or not shown; & = joins results of further samples.
SMILES,MITF primary,GPR151 ag,FBW7 activator,TEAD-YAP block
CC(=O)c1cc(C(=O)NCc2c(C)ncc3c2CCN(C(=O)c2cn[nH]c2)C3)cs1,2.4,0.3,-0.8,-3.1
CCN(CC)CCOc1ccc(Nc2cc(Nc3ccccc3C(=O)NC)c(C(F)(F)F)cn2)c(OC)c1,4.3,-1.6,-0.1,83.4*
O=C(O)C1CCCCC1C(=O)Nc1ccc(F)cc1 (centres undefined),0.9,-0.7,0.1,12.9
C/C(N)=C(/C#N)C(=O)COC(=O)c1ccccc1SCC(=O)NC1CCCCCCC1,-3.2,1.2,0.3,1.4
CCc1ccc(Cn2nnc(C(=O)NCc3ccccc3OC)c2N)cc1,-1.2,2.3,0.2,-5.6
c1coc(CNc2cc(-c3ccncc3)nc(-c3ccncc3)n2)c1,-1.5,-0.1,0.0,-0.1
CSc1ccc(/C=C(/NC(=O)c2ccco2)C(=O)N2CCOCC2)cc1,-1.4,1.6,0.1,3.4
COc1ccc2c(c1)O[C@H](c1ccc3c(c1)OCO3)C(OC(=O)Nc1cc(OC)c(OC)c(OC)c1)C2=O (some centres undefined),1.8&0.5,-0.2&-0.5,0.0&0.2,nt
O=C1CCC(=O)N1c1ccc(Nc2ccc3c(c2)CCC3)c([N+](=O)[O-])c1,8.7,-0.7,-0.3,-6.1
COc1ccccc1CNC(=O)CCCc1nnc2n3nc(C)nc3c3ccccc3n12,-3.7,-0.5,0.2,-4.8
C=C(C)COc1ccc2c(C)cc(=O)oc2c1,-3.0,-1.3,0.0,-20.6
CC(=O)Nc1nc2c(s1)C(=O)CC(C)(C)C2,11.5,0.0,0.1,5.7
CCOC(=O)C1=C(O)/C(=C/c2ccc(C)cc2)SC1=Nc1ccc(C)cc1,7.6,-0.6,-0.1,4.4
COc1cccc(CNCc2c(C(=O)N3CCCCC3)nc3c(C)cccn23)c1,-7.7,-0.2,-0.2,-4.4
O=C(Cn1ncc2c(=O)oc3ccccc3c21)Nc1nc2ccccc2s1,7.8,4.0,0.1,-5.3
CCOCC(=O)NCCn1ncc2c(=O)n(Cc3ccc(C)cc3)cnc21,-5.0,-1.7,0.0,-16.8
Cc1ccc(C2C(C(=O)c3ccco3)=C(O)C(=O)N2CCN(C)C)o1 (centres undefined),-5.7,-0.1,0.4,-0.1
CCOC(=O)C1C(=O)CC(C)(O)C(C(=O)OCC)C1c1ccc(OC)cc1 (centres undefined),-10.2,-0.4,0.0,3.2
COc1ccc(N(C(=O)CNC(C)=O)C2(C(=O)Nc3c(C)cccc3C)CCCCC2)cc1,9.9,-1.0,0.1,5.3
Nc1c(C(=O)N2CCOCC2)sc2nc3c(cc12)CCCC3,15.5,-6.0,0.6,30.6
CC(C)Cc1nc2cnccn2c1NCc1ccc2c(c1)OCO2,7.0,-0.6,0.0,-4.1
Cc1c(Cl)cccc1NC(=O)CSc1ccc(-c2cccnc2)nn1,0.1,-1.5,0.1,-3.7
O=[N+]([O-])c1ccc(S(=O)(=O)Nc2ccc(Oc3ccccc3)cc2)cc1,12.7,-1.1,0.7,7.5
O=c1cc(C(F)(F)C(F)(F)F)oc2ccc([N+](=O)[O-])cc12,13.4,-0.4,0.6,3.9
CCOCCOC(=O)c1[nH]c2c(c1C)C(=O)CC(c1ccc(OC)cc1)C2 (centres undefined),-5.6,1.4,-0.1,-9.7
COc1ccc(CCNc2nc(-c3c(C)nn(C)c3C)nc3c2ncn3-c2ccccc2)cc1,26.5,-1.5,0.3,1.3
CC(=O)NC(=O)c1cc2ccccc2oc1=Nc1ccc(Cl)cc1,-6.3,2.6,0.6,-29.1
COc1ccc(CCNc2cc(N3CCN(C(=O)c4ccc(C)cc4)CC3)ccc2[N+](=O)[O-])cc1OC,-1.8,-1.1,0.0,1.2
O=[N+]([O-])c1ccc2nc(SCc3ccccc3)[nH]c2c1,2.4,3.0,-0.1,-44.9
CCOC(=O)C1=C[C@]2(CC)CCCN3CCc4c(n1c1ccccc41)[C@@H]32,0.4&-1.8&11.7&13.1,0.3&0.2&0.2&1.3,-0.1&1.6&0.0&0.0,-3.3&-10.1
CCOC(=O)c1cnc2c(C)c(C)ccc2c1Nc1ccc(NC(C)=O)cc1,7.3,3.1,-0.2,0.9
C[C@@H]1CN(Cc2ccc3c(c2)CN(Cc2ccccn2)CCO3)C[C@H](C)O1,19.7,-0.6,0.5,0.9
Cc1cc(C)nc(SCC(=O)Nc2cccc(NC(=O)CSc3nc(C)cc(C)n3)n2)n1,6.3,-0.3,0.1,-2.9
CCN(c1ccc(Cl)cc1)S(=O)(=O)c1nnc(NC(=O)CC(C)C)s1,0.9,4.6,0.1,6.3
Cc1ccc(CN2CCC(c3nc4ccccc4[nH]3)CC2)cc1,-1.4,0.1,0.0,6.8
O=C(N1CCCCC1)N1CCN(S(=O)(=O)c2cccc([N+](=O)[O-])c2)CC1,-12.8,0.1,-0.2,-5.0
COc1cc(-c2nnc(SCC(=O)c3[nH]c(C)c(C(C)=O)c3C)o2)cc(OC)c1OC,1.7,-0.9,0.0,7.7
O=C(Cc1ccc(Cl)cc1)NNS(=O)(=O)c1ccc(F)cc1,-7.3,-1.3,-0.1,9.9
COC(=O)Cn1ncc2c3ccccc3n(Cc3cccc(Cl)c3)c2c1=O,-19.4,4.9*,-0.1,-1.2
CCn1c2ccccc2c2nnc(SCC(=O)Nc3ncccn3)nc21,-2.6,0.5,-0.2,-9.7
COc1ccc(N2CCN(Cc3nnnn3C(C)(C)C)CC2)cc1,4.0,-0.8,0.0,0.0
O=C(/C=C/c1c(F)cccc1Cl)NCCN1CCOCC1,-4.8,6.2*,-0.1,-3.5
CC(Sc1ccc(F)cc1)C(=O)NC(N)=O (centres undefined),-6.7,-0.5,-0.1,5.0
COCCOC(=O)C1=C(C)NC2=C(C(=O)CC(C)(C)C2)C1c1ccc(Br)cc1 (centres undefined),-9.0,0.1,0.1,8.2
COc1cc(/C=N/NC(=O)CNc2ccc3ccccc3c2)cc(Br)c1O,14.7,0.4,0.1,0.5
O=c1[nH]c(CSCc2ccco2)nc2ccccc12,-5.3,-0.2,0.0,-14.8
COc1ccc(S(=O)(=O)N(CC(=O)NC(C(C)C)C(C)C)c2ccc(Cl)cc2)cc1,2.0,-0.7,-0.1,-6.8
CCc1ccc(S(=O)(=O)N2CCCC(c3nnc(CC(C)(C)C)o3)C2)cc1 (centres undefined),6.0,1.1,0.4,13.3
N#Cc1c(N)nc2c(c1N)CC(=O)N2C1CCS(=O)(=O)C1 (centres undefined),-3.1,0.3,0.2,-1.0
Cc1ccsc1C1NC(C(=O)O)CS1 (centres undefined),10.0,-1.0,0.0,-3.6
Fc1ccc(C2c3cccn3CCN2C(=S)Nc2cccc(C(F)(F)F)c2)cc1 (centres undefined),-1.0,-2.4,0.2,15.7
O=S(=O)(c1ccccc1)N1CCN(CC(O)COCc2ccco2)CC1 (centres undefined),93.7*,-1.9,-0.1,1.0
COc1ccc(-n2c(-c3ccccc3)cn3c4c(=O)n(C)c(=O)n(C)c4nc23)cc1,-10.9,0.3,0.0,-0.5
CCOCCn1c(=NC(=O)/C=C/c2cccs2)sc2cc(NC(C)=O)ccc21,-1.8,0.0,0.1,6.9
O=C1OC(c2ccccc2)=C/C1=C/c1ccc(Cl)cc1Cl,14.1,-2.5,0.0,0.7
COc1ccc(OC)c(NC(=O)Cn2cnc3sc4c(c3c2=O)CCCC4)c1,22.0,-1.1,0.0,14.4
Nc1ccccc1S(=O)(=O)NCCOc1ccccc1,-5.6,-0.9,0.2,-5.3
CCCOC(=O)c1ccc(NC(=O)COc2cccc(C)c2)cc1,3.0,-1.1,0.1,10.5
COc1cc(C=C2C(=O)OC(C)(C)OC2=O)ccc1OCC(C)C,17.6,1.1,0.6,3.2
Cn1c(=O)c2nc(SCC(=O)Nc3ccc([N+](=O)[O-])cc3)n(C)c2n(C)c1=O,14.7,-1.4,0.7,20.5

# An excerpt from above in order of molar mass, rising:
SMILES,MITF primary,GPR151 ag,FBW7 activator,TEAD-YAP block
Nc1ccccc1S(=O)(=O)NCCOc1ccccc1,-5.6,-0.9,0.2,-5.3
CCCOC(=O)c1ccc(NC(=O)COc2cccc(C)c2)cc1,3.0,-1.1,0.1,10.5
O=S(=O)(c1ccccc1)N1CCN(CC(O)COCc2ccco2)CC1 (centres undefined),93.7*,-1.9,-0.1,1.0
CCOCCn1c(=NC(=O)/C=C/c2cccs2)sc2cc(NC(C)=O)ccc21,-1.8,0.0,0.1,6.9

# The main list resumes with the 3 entries that preceded the break.
SMILES,MITF primary,GPR151 ag,FBW7 activator,TEAD-YAP block
CCCOC(=O)c1ccc(NC(=O)COc2cccc(C)c2)cc1,3.0,-1.1,0.1,10.5
COc1cc(C=C2C(=O)OC(C)(C)OC2=O)ccc1OCC(C)C,17.6,1.1,0.6,3.2
Cn1c(=O)c2nc(SCC(=O)Nc3ccc([N+](=O)[O-])cc3)n(C)c2n(C)c1=O,14.7,-1.4,0.7,20.5
CC(C)CC(=O)Nc1ccc(C(=O)CCl)cc1,-4.3,-2.9,0.4,11.3
CCc1ccc(OCC(=O)Nn2cnnc2)cc1,0.1,0.3,0.1,0.2
CCn1c(SCc2ccc(C(=O)OC)o2)nnc1-c1c[nH]c2ccccc12,-12.1,-0.1,0.8,3.6
O=C(O)C1CCC(CNc2c(N3CCCC3)c(=O)c2=O)CC1 (centres undefined),14.4,-1.9,0.5,-5.4
CCN1CCN(CC(=O)N2c3ccccc3CC2C)CC1 (centres undefined),48.1,-0.1,0.2,2.8
CC(=O)Nc1ccc(/C=N/NC(=O)CNS(=O)(=O)c2ccccc2)cc1,14.9,0.8,0.1,11.7
CC1CN(CCC(=O)N2CCC(Oc3ccc(Cl)cc3)CC2)Cc2ccccc2O1 (centres undefined),7.7,1.4,0.3,9.3
Cc1ccc(C(c2sc3nc(C)nn3c2O)N2CCN(CCO)CC2)cc1 (centres undefined),9.5,-0.1,0.0,-0.9
CCc1ccc(NC(=O)Cn2ccn(-c3cccc(Cl)c3)c(=O)c2=O)cc1,5.6,-1.5,0.4,17.1
CCOC(=O)c1nc(Nc2cccc(NC(C)=O)c2)c2ccccc2n1,8.4,-0.4,0.0,-7.2
Fc1ccc(CN2CCN(CC3CC=CCC3)CC2)cc1 (centres undefined),65.3*,0.6,0.0,6.9
Cc1ccc([N+](=O)[O-])cc1NC(=O)C1CCCN1C(=O)OC(C)(C)C (centres undefined),-3.2,1.3,-0.2,4.3
Cc1ccc(CNS(=O)(=O)c2cc(C(=O)Nc3cccc(C)c3)ccc2F)cc1,10.3,-0.3,0.5,-5.4
O=C(COc1ccc(N2CCCC2)nn1)NC(c1cccnc1)C(F)(F)F (centres undefined),9.5,1.4,-0.1,-6.2
Cn1cc(NC(=O)NCCCN2CCOCC2)c2ccccc21,-3.9,0.7,0.0,17.4
C=CCOc1ccc(C2/C(=C(\O)c3ccc(F)cc3)C(=O)C(=O)N2c2nnc(C)s2)cc1 (centres undefined),-1.9,-0.6,0.6,8.0
CCCC12CN3CC(C)(CN(C1)C3c1c(C)[nH]c3ccccc13)C2=O (centres undefined),-16.7,-0.4,-0.3,-10.8
CCOC(=O)Cc1csc(NC(=O)c2ccc(C)cc2C)n1,12.1,0.3,-0.1,-9.8
CCOC(=O)CNc1nc(-c2cccc([N+](=O)[O-])c2)nc2ccccc12,16.6,0.4,0.2,6.4
O=C1c2cccc3c(NCCO)ccc(c23)C(=O)N1c1cccc(Br)c1,-1.9,-1.3,0.4,-2.0
Cc1ccc(C(=O)NCC(=O)OCC(=O)c2ccc(-c3ccccc3)cc2)s1,-12.1,1.6,-0.2,-4.8
O=C(O)c1ccccc1NC1SC(=O)N(Cc2ccc([N+](=O)[O-])cc2)C1=O (centres undefined),-0.5,2.7,-0.3,7.2
COc1ccc(CC(=O)Nc2nc(CSCc3ccc(F)cc3)cs2)cc1,10.4,0.1,1.4,9.7
Cc1ccc2oc(C(=O)NCc3ccc(Cl)cc3)cc2n1,0.8,0.5,0.1,-3.5
CCOCCCNC(=O)CCN1C(=O)COc2ccccc21,1.2,1.1,-0.1,-20.1
N#Cc1ccccc1NC(=O)CCS(=O)(=O)c1ccccc1,2.9,-0.5,-0.1,7.0
O=C(CSc1nc2ccccc2c(=O)n1CC1COc2ccccc2O1)Nc1cccc(C(F)(F)F)c1 (centres undefined),-2.9,0.9,0.0,-4.4
Cc1ccc(NC(=O)C(C)Oc2ccccc2)c(C)c1 (centres undefined),7.1,0.0,-0.2,9.8
COC(=O)c1c(C)oc2cc(Br)c(OC(=O)c3ccc([N+](=O)[O-])cc3)cc12,10.8,-0.7,0.0,-3.8
O=S(=O)(Nc1ccccc1)c1ccc2c(c1)Cc1cc(S(=O)(=O)Nc3ccccc3)ccc1-2,16.1,1.4,0.0,-6.5
COc1ccc(NC(=O)c2ccc(CN3CCC(Cc4ccccc4)CC3)cc2)cc1OC,-8.7,1.2,-0.3,-10.4
CCOC(=O)c1c(C)oc2ccc(OC(=O)C(C)C)cc12,7.7,0.7,0.0,2.2
CCOc1cc(/C=C2\SC(NC(C)=O)=NC2=O)ccc1OCc1ccccc1,2.6,0.4,0.1,13.1
CCOC(=O)c1[nH]c2c(c1C)C(=O)C(C(=O)OC)C(C)C2 (centres undefined),7.9,-0.1,0.2,-25.8
O=C(O)Cc1ccc(NC(=O)Nc2cccc(C(F)(F)F)c2)cc1,14.9,-0.7,0.5,16.6
O=C(NCc1ccco1)c1ccc(N2CC3CC(C2)c2cccc(=O)n2C3)c(NC(=O)c2c(F)cccc2F)c1 (centres undefined),1.5,-0.2,-0.2,-6.7
